Screens: PubChem BioAssay, several laboratories
GPR55 antagonists – inhibition of LPI-stimulated GPR55 beta-arrestin translocation – imaging, U2OS, beta-arrestin-GFP, LPI agonist, primary screen (AID 2013) | U2OS GPR55 beta-arrestin-GFP translocation imaging, LPI antagonism; higher % means a stronger effect | hit rate 0.13% among 290,000 | inhibition, % at 10 µM, or IC50 in µM where a hit was titrated;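 active means spots per cell inhibited over 60%, with over 100 cells counted and total cytoplasm intensity under 500,000; inconclusive means wells with under 100 cells, flagged as likely toxic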;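 further: U2OS cells stably carrying GPR55 and arrestin-GFP stimulated by 5 µM LPI near EC80; imaged beta-arrestin-GFP aggregate spots per cell after agonist stimulation; plate controls were LPI-stimulated DMSO wells for no effect and DMSO wells without LPI for full effect; some results filed as inactive read as strong as hits; confirmed hits need IC50 under 10 µM and bright autofluorescent wells are also inconclusive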
SV40 large T antigen – SV40 large T antigen inhibitors, biochemical (AID 1903) | inhibition, % at 20 µM; hits with a dose series show IC50 in µM | hit rate 0.39% among 310,000 | SV40 large T antigen ATPase/helicase inhibition assay; higher % means a stronger effect; in the data active means a potency from the dose series; inconclusive means inhibition mostly from about 32% at the one dose, without a potency; inactive means the rest, 99 in 100 with inhibition below about 32%; further: strong numbers were not always called active
KOR beta-arrestin-1 – KOR antagonists, beta-arrestin recruitment, cell-based, luminescence, uHTS (AID 1778) | KOR beta-arrestin recruitment, luminescence, antagonist mode; higher % means a stronger effect | inhibition, % at 10 µM; hits with a dose series show IC50 in µM | hit rate 0.091% among 290,000; further: strong numbers were not always called active
HIV peptide binding – cell-free HIV fusion peptide-binding blockers – biochemical, uHTS, fluorescence dequenching, primary screen (AID 1986) | cell-free peptide binding, fluorescence dequenching, 30 min; higher % means a stronger effect | inhibition, % at 20 µM; hits with a dose series show IC50 in µM | hit rate 0.3% among 290,000; in the data active means inhibition mostly above about 52%, no sharp cut-off; inactive means mostly below about 76%; further: some results filed as inactive read as strong as hits
HEK293 NOD2/NF-kB – NOD2 signaling inhibitors, cell-based, luminescence, uHTS, HEK293 (AID 1566). HEK293 NOD2/NF-kB luciferase reporter, luminescence; higher % means a stronger effect. inhibition, % at 4 µM; hits with a dose series show EC50 in µM. hit rate 0.63% among 290,000; further: many of its hits are not listed in these tables
NOD1 inhibition – inhibition of NOD1-driven NF-kB reporter – cell-based, luminescence, uHTS, primary screen (AID 1578) | inhibition, % at 4 µM, or EC50 in µM where a hit was titrated | NOD1-driven NF-kB luciferase reporter cells, luminescence; higher % means a stronger effect | hit rate 1% among 290,000; in the data active means inhibition mostly above about 36%, no sharp cut-off; inactive means mostly below about 34%;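 further: HEK-293T reporter cells stimulated with the NOD1 agonist gamma-tri-DAP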
MgcRacGAP inhibition – MgcRacGAP GTPase-activating activity inhibitors, confirmation, biochemical, ADP Hunter fluorescence. MgcRacGAP-stimulated Rac1 GTP hydrolysis, ADP Hunter fluorescence; higher % means a stronger effect; GST-tagged Rac1 F28L mutant substrate. inhibition, % at 30 µM; hits with a dose series show IC50 in µM. hit rate 0.6% among 340,000;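 active means first-screen hits whose inhibition reached a set limit at any dose in the follow-up dose series; inconclusive means inhibition above the set first-screen limit but never retested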;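 further: fluorescence reports GDP produced by GAP-driven GTP hydrolysis; strong numbers were not always called active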
KOR beta-arrestin-2 – kappa opioid receptor activators – cell-based, luminescence, uHTS, primary screen (AID 1777). KOR beta-arrestin recruitment, luminescence; higher % means a stronger effect. hit rate 0.02% among 280,000. one-dose activation, % at 10 µM; EC50 in µM for titrated hits; in the data active means activation above about 50%, passing the limit was not always enough; further: a part of the inactive calls stands beside numbers as strong as those of hits
GPR55 activation – selective activators of receptor GPR55 – imaging, U2OS cells, beta-arrestin-GFP redistribution, primary screen (AID 1961); activation, % at 10 µM; hits with a dose series show EC50 in µM; U2OS GPR55 beta-arrestin-GFP redistribution imaging; higher % means a stronger effect; hit rate 0.048% among 290,000;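 active means activation above 40% with more than 50 cells counted in the well; inconclusive means wells holding fewer than 50 cells, flagged as toxic or sparse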;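 further: U2OS osteosarcoma cells stably expressing GPR55 and beta-arrestin-GFP; plate controls were DMSO negative control for no effect and LPI positive control for full effect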
* hit, by the source's call; ? = inconclusive; . = no result given; [ ] = another dose, or the depositor's remark. Unless noted, no stated cut-off is given here; in the data, active means inhibition above about 50%; inactive means the rest. The list is partial (hit frequency here may not be typical).

SMILES	GPR55 antagonists	SV40 large T antigen	KOR beta-arrestin-1	HIV peptide binding	HEK293 NOD2/NF-kB	NOD1 inhibition	MgcRacGAP inhibition	KOR beta-arrestin-2	GPR55 activation
CN1CCN(NC(=O)c2ccc(Br)c(S(=O)(=O)N3CCOCC3)c2)CC1	9%	3%	-25%	-0.9%	3%	-16%	7%	11%	0.0%
O=C(C1c2ccccc2Oc2ccccc21)N1CCN(c2ccc(Cl)cc2)CC1	28%	6%	-30%	3.9%	-38%	14%	8%	11%	-0.1%
CC(=O)Nc1ccc(S(=O)(=O)N(C)CC(=O)OCC(=O)Nc2ccc3c(c2)OCO3)cc1	16%	7%	3%	2.6%	-2%	-12%	10%	13%	-0.4%
CC(=O)c1ccc(N2CCN(C(=O)CCS(=O)(=O)c3ccc4c(c3)CCN4C(C)=O)CC2)cc1	13%	13%	0%	-0.3%	24%	-14%	7%	-4.3%	-0.2%
CC(=O)c1cc(-c2ccccc2)n(CC(=O)NC(C)(C)C)c1C	18%	19%	-22%	0.2%	6%	-20%	11%	2.3%	0.2%
Cn1c(SCC(=O)Nc2nccs2)nnc1-c1ccc(S(=O)(=O)N2CCCC2)cc1	5%	-2%	-24%	0.8%	0%	10%	8%	-2.5%	-0.1%
COc1ccc(NC(=O)c2sc3nc(C)cc(C)c3c2N)cc1	10%	4%	-12%[20 µM]	1.3%	-62%	-95%	8%	0.7%	-0.3%
CC1(C)N=C(N)N=C(N)N1c1ccc(Oc2ccc(Cl)cc2)c(Cl)c1	11%	9%	2%	-1.3%	59%*	-4%	2%	-4.0%	0.6%
Cc1cc(Cl)c2c(c1)[C@]1(C(=O)N2)[C@@H]2C(=O)N(Cc3ccccc3)C(=O)[C@@H]2[C@@H]2CCCN21	-3%	2%	22%	2.2%	-68%	-9%	-4%	11%	-0.1%
CC(=O)c1sc(N/N=C2\CC3CCC2(C)C3(C)C)nc1C (stereo not drawn)	-5%	16%	-81%[20 µM]	0.9%	-7%	-28%	5%	.	-0.1%
CC1CCc2nc(NC(=O)CN3CCOCC3)sc2C1 (stereo not drawn)	8%	6%	9%	1.1%	2%	.	8%	-3.3%	-0.1%
O=C(CN1C(=O)S/C(=C\c2cc(Cl)c(O)c(Cl)c2)C1=O)Nc1ccccc1	-10%	20%	9%[20 µM]	85%	-40%	-22%	5%	0.3%	-0.2%
Cn1c(=O)n(CCc2ccccc2)c2ccccc21	7%	8%	23%[20 µM]	-0.9%	-6%	-33%	0%	-7.0%	-0.1%
COc1ccccc1N1CCN(c2nc(C)cc(C)c2C#N)CC1	1%	9%	14%	-0.7%	11%	-15%	-1%	-7.0%	-0.2%
Nc1n[nH]c(C2CCCCC2)n1	8%	1%	23%	-0.6%	3%	-10%	4%	0.9%	-0.2%
CC(NC(=O)Nc1ccc(Cl)c(Cl)c1)C(c1ccccc1)N1CCOCC1 (stereo not drawn)	1%	9%	-49%	0.1%	-10%	5%	-1%	-1.2%	-0.2%
CCOc1ccc(C(=O)C(c2ccccc2)N2CCOCC2)cc1 (stereo not drawn)	-2%	2%	22%	-0.6%	-20%	-9%	8%	18%	0.2%
COc1ccc(-n2c(SCC(=O)O)nc3sc4c(c3c2=O)CCC4)cc1	-1%	26%	-34%[20 µM]	2.4%	-12%	-39%	2%	.	0.2%
N=c1sccn1CC(=O)Nc1ccccc1Cc1ccccc1	10%	0%	-4%	4.1%	-19%	-20%	11%	-1.1%	-0.2%
O=C(N/N=C/c1cccc([N+](=O)[O-])c1)c1cnccn1	15%	5%	-16%	3.3%	14%	-13%	-4%	5.7%	0.3%
Cc1nc(NCc2ccc3c(c2)OCO3)c2oc3ccccc3c2n1	-21%	-14%	11%	-0.3%	13%	15%	16%	1.2%	-0.1%
COC(=O)C1CCN(c2nc3ccccc3nc2C(C#N)C(=O)NCCc2ccccc2)CC1 (stereo not drawn)	-15%	9%	-20%	7.8%	-3%	31%	11%	20%	0.5%
CNC(=S)NNC(=O)c1sccc1OCc1ccc(C)cc1	-3%	3%	11%	-3.8%	8%	.	9%	-2.6%	-0.2%
CC(=O)C1=C(O)C(=O)N(CCc2c[nH]c3ccccc23)C1c1ccc(C)cc1 (stereo not drawn)	6%	.	-21%[20 µM]	6.1%	-23%	-24%	2%	.	1.1%
CN(C)CCNc1c2c(nc3nnnn13)CCCC2	11%	5%	1%	2.4%	0%	-27%	2%	-4.0%	-0.3%
CCOc1cc(C(=S)N2CCOCC2)ccc1O	-4%	13%	-2%	1.7%	2%	-1%	16%	-2.4%	-0.1%
O=C(CSC(=S)N1CCCC1)c1cc(Br)cc(Br)c1O	-1%	22%	-42%	59%	-8%	5%	.	2.5%	0.7%
Cc1ccc2ncccc2c1NS(=O)(=O)c1ccccc1	10%	15%	-11%	-0.3%	10%	11%	6%	-6.7%	0.9%
NC(=O)c1ccc(Sc2nnc(-c3cccs3)n2CC2CCCO2)c([N+](=O)[O-])c1 (stereo not drawn)	-2%	10%	10%	0.3%	-2%	-13%	10%	1.8%	-0.2%
Cc1c(NC(=O)c2ccc(N3CCCC3)c([N+](=O)[O-])c2)cccc1-c1nc2ccccc2s1	14%	8%	20%	-1.3%	-22%	-6%	16%	-3.0%	0.2%
COc1ccc(OC)c(Nc2nc(NCc3ccco3)nc(N)c2[N+](=O)[O-])c1	-17%	12%	-104%	-1.6%	-16%	-6%	.	0.9%	-0.3%
COc1cccc(C2C(C#N)=C(N)N(N(C)C)C3=C2C(=O)CC(C)(C)C3)c1OC (stereo not drawn)	-2%	-1%	12%	0.7%	6%	-1%	-7%	-3.3%	0.0%
O=C(CC12CC3CC(CC(Br)(C3)C1)C2)NC1CCCC1	-1%	10%	4%	0.3%	-3%	-8%	7%	-1.5%	0.3%
CCN(C(=O)c1ccco1)c1nc(CC(=O)Nc2ccc(Cl)cc2)cs1	-2%	9%	11%	1.4%	10%	2%	3%	-0.2%	0.3%
Cc1n[nH]c(C)c1S(=O)(=O)N1CCN(c2ccccn2)CC1	5%	29%	-5%	-1.0%	4%	9%	5%	0.8%	-0.2%
CCc1ccc(NC(=O)[C@H](C)NC(=O)C2CCN(C(=O)[C@@H](NC(=O)OC(C)(C)C)C(C)C)CC2)cc1	-1%	5%	36%	0.5%	1%	-2%	.	-2.9%	0.0%
CCOC(=O)c1ccc(-c2n[nH]c(=O)c3ccccc23)cc1	7%	22%	-20%	0.3%	12%	4%	8%	0.7%	0.0%
COc1cc(C(=O)Nc2cc(-c3ccccc3)[nH]n2)cc(OC)c1OC	-8%	16%	-31%	-3.6%	8%	-6%	-7%	14%	0.6%
COc1ccc(OC)c(-n2c(-c3ccc(O)cc3O)n[nH]c2=S)c1	-10%	27%	-28%	3.7%	-24%	-7%	-3%	1.0%	0.0%
CCOC(=O)c1sc(NC(=O)c2ccc(S(=O)(=O)N3CCOCC3)cc2)cc1C	2%	10%	-28%	0.3%	5%	-10%	7%	-3.7%	0.3%
C=C(C)C1CC=C(CN2CCC(C(=O)OCC)CC2)CC1 (stereo not drawn)	16%	4%	10%	2.2%	-23%	4%	13%	5.9%	-0.2%
Cc1cccc(COCC(CC(C)C)N2CCN(C(=O)c3ccc(C(C)(C)C)cc3)CCC2=O)c1 (stereo not drawn)	6%	2%	-47%	-0.5%	0%	77%*	2%	14%	0.1%
O=C(CN1C(=O)/C(=C2\SC(=S)N(CCS(=O)(=O)O)C2=O)c2ccccc21)Nc1cccc(Br)c1	-1%	4%	-13%	9.8µM*	-22%	-32%	18%	2.6%	-0.2%
C/C(CC(=O)Nc1ccc(N(C)C)cc1)=N\NC(=O)c1ccccc1F	14%	?	-6%[20 µM]	-1.7%	-3%	-16%	?	-4.7%	-0.2%
Cc1c(C(=O)O)cccc1-c1ccc(/C=C2\SC(=O)NC2=O)o1	7%	4%	-17%	32%	-7%	-9%	29%	3.2%	-0.2%
O=C1C2CC=CCC2C(=O)N1c1ccc(NCCc2ccc(Cl)cc2)c([N+](=O)[O-])c1 (stereo not drawn)	16%	0%	8%	0.5%	17%	-4%	2%	5.6%	-0.3%
CCOC(=O)CC(NC(=O)c1cccs1)c1ccc(C)cc1 (stereo not drawn)	-2%	-2%	-10%	0.1%	30%	-1%	9%	-4.0%	-0.1%
COCc1cc(=O)n2[nH]c(C(F)(F)F)nc2n1	12%	-6%	2%	0.4%	16%	-10%	0%	-0.9%	-0.1%

Part of the list above, limited to KOR beta-arrestin-1, KOR beta-arrestin-2 and MgcRacGAP inhibition:
structure	KOR beta-arrestin-1	KOR beta-arrestin-2	MgcRacGAP inhibition
CCOC(=O)CC(NC(=O)c1cccs1)c1ccc(C)cc1 (stereo not drawn)	-10%	-4.0%	9%
COc1cc(C(=O)Nc2cc(-c3ccccc3)[nH]n2)cc(OC)c1OC	-31%	14%	-7%

Remaining list, next part:
SMILES	GPR55 antagonists	SV40 large T antigen	KOR beta-arrestin-1	HIV peptide binding	HEK293 NOD2/NF-kB	NOD1 inhibition	MgcRacGAP inhibition	KOR beta-arrestin-2	GPR55 activation
Cc1ccc(-c2nc(NCCCO)c3ccccc3n2)cc1	8%	4%	-15%	3.0%	-9%	-19%	12%	1.8%	-0.1%
COc1ccc(CCN(C)S(=O)(=O)c2ccc(Cl)nc2)cc1OC	6%	6%	-35%	-0.7%	7%	-11%	11%	2.8%	-0.2%
Cc1ccc2nc(SCC(=O)Nc3ccc(F)c([N+](=O)[O-])c3)[nH]c2c1	-1%	7%	14%	-3.2%	10%	-26%	9%	2.1%	0.1%
c1ccc(Nc2cc(Nc3ccccc3)[nH]n2)cc1	9%	9%	17%	-2.8%	-17%	-28%	51µM*	0.5%	0.3%
Cc1cccc(CN2CCSCC2)c1	8%	6%	-6%[20 µM]	-0.4%	1%	-18%	24%	2.8%	0.0%
CCN1CCCC1CN(Cc1cc2ccc(C)cc2[nH]c1=O)C(=S)Nc1ccccc1C(=O)OC (stereo not drawn)	7%	4%	-13%	1.3%	-18%	-45%	5%	2.0%	0.1%
CC1(C(=O)NNC(=O)c2cccc([N+](=O)[O-])c2)CC1(Br)Br (stereo not drawn)	-5%	0%	-5%	0.9%	18%	-9%	-22%	-0.5%	-0.1%
CN(C)CCn1c(=S)[nH]c2ncccc2c1=O	13%	0%	19%	1.8%	4%	-13%	11%	-5.8%	-0.3%
CCc1ccc(C(=O)COC(=O)c2ccco2)cc1	14%	14%	-24%	0.8%	7%	-8%	7%	1.2%	0.6%
CCOC(=O)c1c(NC(=O)CN2CCN(C(=O)c3ccco3)CC2)sc(C)c1C	2%	12%	18%	-0.3%	11%	2%	7%	-4.6%	0.0%
